CHRM1 PAM = potentiates human M1 receptor response to acetylcholine; 0.088% of 360,000 active; CHO-K1 hM1, Fluo-8 calcium fluorescence, ACh EC20; 0% = ACh EC20, 100% = maximal ACh; AID 588819; activation, % at 3 µM; in the data active = activation above about 19%, passing the limit was not always enough
Target sequence (P11229 whole entry, looked up): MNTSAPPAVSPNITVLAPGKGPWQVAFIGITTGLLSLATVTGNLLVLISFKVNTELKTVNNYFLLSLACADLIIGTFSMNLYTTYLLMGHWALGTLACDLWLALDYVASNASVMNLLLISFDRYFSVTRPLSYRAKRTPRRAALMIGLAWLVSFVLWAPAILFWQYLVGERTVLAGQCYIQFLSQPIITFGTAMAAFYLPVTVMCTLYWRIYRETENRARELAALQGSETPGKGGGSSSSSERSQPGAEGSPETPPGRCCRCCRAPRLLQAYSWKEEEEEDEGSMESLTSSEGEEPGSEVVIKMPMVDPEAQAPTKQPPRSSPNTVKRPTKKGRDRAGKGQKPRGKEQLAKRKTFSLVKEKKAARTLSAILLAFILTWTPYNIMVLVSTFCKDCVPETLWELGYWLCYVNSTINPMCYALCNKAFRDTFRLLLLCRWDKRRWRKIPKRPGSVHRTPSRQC
M1 antag = blocks human M1 muscarinic receptor; P11229; CHO-K1 hM1, Fluo-8 calcium fluorescence, ACh EC80 antagonist; inhibition, % at 3 µM; 1.3% of 360,000 active;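 active = percent inhibition above its own plate's cutoff, namely the mean of that plate's compound wells plus 3 SD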;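 also: peak over basal fluorescence ratio during 140 s after agonist addition; 0% = ACh EC80 plus DMSO and 100% = DMSO alone without agonist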
TAAR1 ag = agonists of human TAAR1 | CHO RD-HGA16 TAAR1, Fluo-8 calcium fluorescence; vehicle wells 0%, saturating PEA agonist 100% | AID 624467 | activation, % at 3 µM | 0.99% of 360,000 active;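 active = activation above the mean activation of all test compounds in the run plus 3 SD, cut at about 38% in these data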
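Assay system – CHO-derived RD-HGA16 cells with stable Gα16 and human TAAR1 · Compound dosing – one-point dosing at 3 µM (nominal) · Incubation – 17-24 h seeding, 75 min 37 °C dye, 30 min RT · Measured by – kinetic Fluo-8 calcium fluorescence · Control set – DMSO vehicle as 0%, PEA at EC100 as 100% · Repeats – single well for each compound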
TAAR1 antagonist = antagonists of human TAAR1; AID 624466; 1.5% of 360,000 active; inhibition, % at 3 µM; CHO RD-HGA16 TAAR1, Fluo-8 calcium fluorescence, antagonist;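 active = inhibition above a per-plate cutoff, the mean inhibition of test compounds on that plate plus 3 SD, cut at about 49% in these data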;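 also: 0% = DMSO plus EC80 beta-PEA response and 100% = DMSO alone without agonist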
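Test system: hTAAR1-expressing CHO RD-HGA16 cells, Gα16-coupled; Probe or stimulus: EC80 β-phenethylamine stimulus; Compound dosing: single nominal final test compound concentration of 3 µM; Timing: 140 s kinetic read after compound, 140 s after agonist; Signal: Fluo-8 calcium-sensitive fluorescence; Measure: % inhibition of agonist calcium response; Controls: DMSO and EC80 PEA controls.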
M1 ag = human M1 muscarinic receptor agonism | P11229 | CHO-K1 hM1, Fluo-8 calcium fluorescence, agonist mode; 0% DMSO, 100% acetylcholine EC100 | activation, % at 3 µM | 0.33% of 360,000 active | AID 588814;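 active = activation above the run's mean compound activation plus 3 SD, cut at about 16% in these data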;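 also: peak over basal fluorescence ratio within a 140 s kinetic read after compound addition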
OXTR agonist = agonists of human oxytocin receptor | activation, % at 3 µM | AID 2435 | CHO-OTR cells, Fluo-8 calcium fluorescence; normalized: DMSO 0%, oxytocin 100% | 0.32% of 320,000 active;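 active = activation above the mean of all tested compounds plus 3 SD, cutoff set per screening run, cut at about 20% in these data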;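 also: peak over basal fluorescence ratio from a 100 s FLIPR kinetic read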
CHO parental Ca = counter-screen for OX1R antagonists: effect in parental CHO cells. parental CHO-K1, ATP-induced calcium, Fluo-8 fluorescence. inhibition, % at 5.6 µM. 0.63% of 330,000 active;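 active = inhibition above that plate's mean sample inhibition plus 3 SD, cut at about 26% in these data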;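 also: 0% = ATP-challenged DMSO wells and 100% = DMSO wells without ATP; some compounds past the cut are filed as inactive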
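test system = CHO parental line | reagent = ATP stimulus | measured by = intracellular calcium via Fluo-8 no-wash fluorescent dye | control set = ATP and no-ATP DMSO wells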
OXTR potentiate = potentiates the human oxytocin receptor response. P30559. CHO-OTR cells, Fluo-8 calcium fluorescence, potentiator mode; 0% = oxytocin EC15, 100% = EC100. activation, % at 3 µM. 0.061% of 320,000 active. AID 2445;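 active = activation above that plate's cutoff, the mean activation of tested compounds plus 3 SD, cut at about 6.6% in these data, passing the limit was not always enough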;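 also: 100% uses oxytocin at 75 nM as the full agonist control; some results filed as inactive read as strong as hits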
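System: human OTR in CHO cells; Also added: sub-maximal oxytocin, roughly EC15; Timing: compound 6 min at room temperature before oxytocin, 100 s read; Technique: Fluo-8 intracellular calcium fluorescence, ex 470-495, em 515-575 nm; Controls: oxytocin EC15 low and EC100 high; Replication: singlicate.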
V1aR counter = activates human V1a receptor in oxytocin agonist counter-screen; P37288; CHO-V1R cells, Fluo-8 calcium fluorescence, agonist mode; 0% DMSO, 100% 3 nM vasopressin; activation, % at 3 µM; 0.25% of 320,000 active;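 active = activation above the mean activation of all tested compounds plus 3 SD, per screening run, cut at about 20% in these data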;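 also: signal is peak over basal fluorescence ratio across a 100 second FLIPR read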
Target sequence (P37288 whole entry, looked up): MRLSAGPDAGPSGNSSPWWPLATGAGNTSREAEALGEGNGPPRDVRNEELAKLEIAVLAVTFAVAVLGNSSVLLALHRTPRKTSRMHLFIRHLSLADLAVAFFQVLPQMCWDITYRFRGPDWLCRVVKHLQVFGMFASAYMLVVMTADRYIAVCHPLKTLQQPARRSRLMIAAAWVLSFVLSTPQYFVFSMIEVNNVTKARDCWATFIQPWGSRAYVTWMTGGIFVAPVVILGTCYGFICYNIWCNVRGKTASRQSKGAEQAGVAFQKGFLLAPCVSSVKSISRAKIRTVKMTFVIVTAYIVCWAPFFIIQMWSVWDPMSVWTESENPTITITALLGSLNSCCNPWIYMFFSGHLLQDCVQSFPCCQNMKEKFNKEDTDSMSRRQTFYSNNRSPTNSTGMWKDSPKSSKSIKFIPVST
An asterisk follows results filed as active; x = not tested or not shown.

Start of the data: the first 2 records as a preview:
SMILES	CHRM1 PAM	M1 antag	TAAR1 ag	TAAR1 antagonist	M1 ag	OXTR agonist	CHO parental Ca	OXTR potentiate	V1aR counter
O=c1[nH]c(CCl)nc2cc(-c3ccc(Cl)cc3)sc12	12.9	-7.5	-0.9	-11.9	-2.4	1.3	4.8	-17.6	-0.3
COCc1c(C)cc(C)c(/C=N/O)c1C	5.7	-8.8	1.5	16.3	-2.7	0.0	4.6	-9.7	0.8

This part in full, previewed entries included:
SMILES	CHRM1 PAM	M1 antag	TAAR1 ag	TAAR1 antagonist	M1 ag	OXTR agonist	CHO parental Ca	OXTR potentiate	V1aR counter
O=c1[nH]c(CCl)nc2cc(-c3ccc(Cl)cc3)sc12	12.9	-7.5	-0.9	-11.9	-2.4	1.3	4.8	-17.6	-0.3
COCc1c(C)cc(C)c(/C=N/O)c1C	5.7	-8.8	1.5	16.3	-2.7	0.0	4.6	-9.7	0.8
COc1ccc(NCc2nnc(SCC(=O)Nc3nc(-c4ccccc4)cs3)n2-c2ccccc2)cc1	5.4	3.8	2.5	-5.5	-5.8	-1.1	-8.8	-5.1	0.3
CC1(C)C(=O)Nc2ccccc2N1C(=O)COc1ccc(S(=O)(=O)N2CCOCC2)cc1Cl	2.0	-7.9	10.2	9.6	-2.8	-1.7	-3.5	-8.2	-1.1
CC(=O)c1ccc(OCCCC(=O)NCC(c2ccco2)N(C)C)cc1 (stereo not drawn)	0.2	0.4	4.9	9.3	-4.9	1.0	-7.1	-7.2	-0.5
COc1ccc(-c2nnn(CC(=O)N(CCCO)C(C(=O)NC3CCCC3)c3ccncc3)n2)cc1 (stereo not drawn)	-1.1	4.5	4.8	-18.9	-2.4	1.6	-6.6	8.2	-1.1
O=C(CN1C(=O)NC2(CCc3ccccc32)C1=O)Nc1ccccc1OC(F)F (stereo not drawn)	0.2	2.1	17.2	-11.5	0.6	2.8	-9.6	-10.4	3.6
COc1ccc(NC(=O)c2cccc3c2C(=O)c2ccc(-c4ccc(F)cc4OCc4ccccc4)cc2S3(=O)=O)cc1	15.3	-19.1	1.0	-4.3	-1.1	0.9	-7.6	2.4	0.6
Cc1ccc(S(=O)(=O)N(C)C)cc1NC(=O)Cn1c(CN2CCOCC2)nc2ccccc2c1=O	-2.2	5.3	2.3	12.0	-0.4	-0.8	0.0	-13.3	-0.2
O=C(COc1ccccc1N1C(=O)C2C3C=CC(C3)C2C1=O)c1ccccc1 (stereo not drawn)	0.8	-6.1	2.8	-16.4	-2.7	-1.1	-14.0	-3.2	-0.9
CCC(CC)C(=O)NCCc1ccc(OC)cc1	5.7	-13.4	2.2	-15.3	3.5	3.0	-10.6	-1.4	0.8
COCCCn1c(=O)/c(=C/c2ccccc2OC(C)C)s/c1=C(\C#N)C(=O)Nc1ccc(C(=O)O)cc1	2.1	-7.8	8.3	20.9	-1.2	x	x	x	x
O=C(NC(CO)Cc1ccc([N+](=O)[O-])cc1)C(Cl)Cl (stereo not drawn)	2.4	-8.1	x	x	-7.9	0.4	-5.2	-7.9	0.8
CCc1cccc(NC(=S)Nc2cccc3ccccc23)c1	6.4	-13.2	-1.8	11.0	-4.0	-0.5	-11.4	-1.5	-0.8
Cc1ccc(S(=O)(=O)NC2CCCCC2)cc1	8.0	-11.2	-0.1	23.5	-7.3	-2.2	-7.4	-2.8	-0.9
CC(C)[C@H](NC(=O)C1CCC(CNC(=O)[C@@H]2CCCN2C(=O)OC(C)(C)C)CC1)C(=O)O (stereo partly drawn)	9.2	-20.7	-0.3	5.1	-1.5	x	x	x	x
Cc1ccc(NC(=O)NCC2CC2(Cl)Cl)cc1 (stereo not drawn)	-0.3	-0.7	1.3	1.8	-7.9	-1.2	-7.2	-3.7	-0.5
Cc1nc(NC(=O)CSC2=NCCS2)sc1C(=O)N(C)C	1.1	3.4	1.2	-15.6	-0.7	0.6	2.0	-8.3	1.4
COc1cc(NC(=O)c2ccco2)c(C(=O)O)cc1OC	-2.1	0.9	5.8	10.8	-3.4	-0.9	-6.4	-0.7	0.5
CNC(=O)NC(=O)Cn1cnc2sc(-c3ccccc3)cc2c1=O	16.4	-12.0	-0.1	3.1	0.1	-0.9	2.8	-1.6	0.8
COCCOC(=O)c1c(C)oc2ccc(OC(=O)c3c(OC)cccc3OC)cc12	1.9	0.5	9.8	51.1*	-0.1	-0.2	-14.7	-16.1	2.2
CNc1nc(Nc2ccc(C(C)=O)cc2)nc(OC(C(F)(F)F)C(F)(F)F)n1	-7.1	7.8	11.0	43.2	2.1	-2.7	-17.2	-5.8	-0.4
Cc1[nH]c(=O)c(C#N)c(C)c1CCC(=O)N(C)CC(=O)Nc1ccc(Cl)c(Cl)c1	6.1	-4.6	3.6	-0.1	-8.1	-0.8	-1.5	-3.6	-1.3
C/C(=N/Nc1ccc(C(=O)c2c(C)cc3ccccn23)cc1[N+](=O)[O-])c1ccc(O)cc1	3.7	-6.3	1.4	-9.3	-1.9	x	x	x	x
O=C(CCSCCc1ccccn1)Nc1cc(F)ccc1F	2.8	2.9	6.0	-19.1	-3.3	0.9	-12.4	7.0	0.9
c1cc(-c2noc(CCC3CCCC3)n2)ccn1	4.4	-15.1	11.2	1.4	-1.9	-1.2	-10.9	-7.7	0.3
O=C(NCc1ccco1)C1CC2CCC1C2 (stereo not drawn)	5.6	-15.8	2.4	0.4	-2.2	-0.7	-3.1	-1.9	0.4
CCOC(=O)N1CCN(S(=O)(=O)c2ccc(C)c(C)c2)CC1	-2.0	-0.5	12.2	3.8	-1.8	-0.2	-20.1	-0.2	-0.3
CC12CCC(C(=O)N3CCCCC3)([C@H](Br)C1=O)C2(C)C (stereo partly drawn)	3.6	-15.5	-0.4	5.8	-2.3	-0.5	-27.1	1.9	0.6
COc1ccc(C(=O)NC(CC(C)C)C(=O)O)cc1OC (stereo not drawn)	8.4	3.5	5.6	10.9	-3.7	0.6	-3.2	2.7	0.0
CCOc1ccc(Nc2c3ccccc3nc3ccccc23)cc1	0.5	-0.5	2.6	-2.6	-6.5	3.1	-5.9	-9.1	5.5
COc1ccc(C(=O)C(C)OC(=O)c2cccc(S(=O)(=O)Nc3cc(Cl)c(OC)cc3OC)c2)cc1 (stereo not drawn)	-5.5	3.1	x	x	-2.5	1.4	-5.2	-17.2	4.8
O=C(COC(=O)CSc1ccc2ccccc2c1)NCc1ccc2c(c1)OCO2	-8.5	7.8	3.0	-2.8	-5.4	4.8	-11.6	-3.0	6.4
Cc1ccc(SCC(=O)N=C2NC(=O)CS2)cc1	-2.3	18.0	21.9	2.1	-0.3	1.5	-2.9	5.8	0.5
COc1ccc(S(=O)(=O)N2CCC(C(=O)N[C@@H](C)C(=O)NC3CC3)CC2)cc1	12.0	-11.8	1.2	-17.8	-0.9	-0.3	-6.7	-6.6	-0.1
CC(C)CNC(=O)C1(C)CCCN1C(=O)Cc1cccc2ccccc12 (stereo not drawn)	-1.3	-1.3	0.1	-17.6	-2.6	x	x	x	x
CC1CN(C(=O)CSc2nnc3c(Cl)cc(Cl)cn23)CC(C)O1 (stereo not drawn)	-5.7	15.0	8.7	-10.4	-2.6	-0.7	-15.1	-0.1	0.2
Cc1ccc(NC(=O)c2cc(=O)[nH]c3ccccc23)cc1	13.9	-0.5	0.4	-3.5	2.2	2.1	-5.3	-10.3	2.9
COc1ccc(C(=O)NC(=S)NC(C)C)cc1Br	-9.2	-11.5	5.7	6.2	-9.4	-2.2	-10.4	-5.6	-0.6
CC1=N/C(=C\c2ccc(OC(C)C)cc2)C(=O)N1c1ccc(C(=O)O)cc1	-1.8	10.0	1.1	4.8	-3.4	-0.1	-1.2	-0.6	0.1
CC/C(C)=N\N=C\c1c(O)n(CC)c2cc(C3=NNC(=O)CC3)ccc12	6.9	-9.4	x	x	-4.1	0.3	-12.9	-8.3	-0.3
CCc1nn(-c2cc(Cl)ccc2OC)c2c1C(=O)CCC2	11.2	-22.8	10.7	21.4	0.4	-1.5	-11.2	3.8	-0.7
CC(CN1CCCCC1)OC(=O)c1ccc2c(c1)OCCO2 (stereo not drawn)	-17.8	15.5	2.6	6.4	-9.3	0.5	-17.1	-3.3	1.1
COc1ccc2c(CC(=O)N3CCc4cc(OC)c(OC)cc4C3)coc2c1	3.1	-3.8	-2.4	18.9	0.3	0.5	-9.5	-5.6	0.2
O=C(Cn1cc(C(=O)C2CC2)c2ccccc21)NCc1ccccc1	5.2	-5.3	-0.1	-3.4	-2.5	0.6	-13.6	-2.7	0.2

Record cards, as listed above:
CC(CN1CCCCC1)OC(=O)c1ccc2c(c1)OCCO2 (stereo not drawn) reads CHRM1 PAM: -17.8; M1 antag: 15.5; TAAR1 ag: 2.6; TAAR1 antagonist: 6.4; M1 ag: -9.3; OXTR agonist: 0.5; CHO parental Ca: -17.1; OXTR potentiate: -3.3; V1aR counter: 1.1
COc1ccc(C(=O)C(C)OC(=O)c2cccc(S(=O)(=O)Nc3cc(Cl)c(OC)cc3OC)c2)cc1 (stereo not drawn) reads CHRM1 PAM: -5.5; M1 antag: 3.1; TAAR1 ag: x; TAAR1 antagonist: x; M1 ag: -2.5; OXTR agonist: 1.4; CHO parental Ca: -5.2; OXTR potentiate: -17.2; V1aR counter: 4.8

(next part)
SMILES	CHRM1 PAM	M1 antag	TAAR1 ag	TAAR1 antagonist	M1 ag	OXTR agonist	CHO parental Ca	OXTR potentiate	V1aR counter
Cn1cnnc1SC(C(=O)Nc1cc(Cl)cc(Cl)c1)c1ccccc1 (stereo not drawn)	5.8	-2.4	8.3	-24.9	-2.4	1.0	-15.9	-13.9	0.1
Cc1ccc(SCC(=O)OCC(=O)NCC2CCCCC2)cc1C	-2.0	1.6	5.2	-10.7	-6.0	-1.8	-1.1	-1.3	-1.6
COc1ccc([N+](=O)[O-])cc1NC(=O)COC(=O)c1ccccc1O	0.9	6.7	5.5	-2.0	-0.8	0.6	-17.6	6.3	-0.6
Cc1ccc2nc(-c3ccccc3Cl)cc(C(=O)Nc3cc(C)on3)c2c1	6.2	-14.1	15.7	-3.8	-7.0	0.3	-27.0	-5.1	0.1
COc1ccccc1Nc1nnc(C)c(=O)[nH]1	0.4	-0.7	2.0	6.5	-3.2	0.2	-7.2	-3.8	-0.6
C=CCOc1ccc(C(=O)n2cc(C(=O)OC)c3ccccc32)cc1	1.3	-10.3	0.2	11.9	-5.0	0.3	-11.6	-3.1	0.5
CN(C)CCNC(=S)Nc1ccc(Cl)cc1	25.1*	13.9	7.5	3.9	-5.1	0.5	-1.6	-1.6	0.9
O=C(O)CN(c1ccc2c(c1)OCCO2)S(=O)(=O)c1ccccc1	3.5	-10.5	0.9	10.3	-5.0	-0.1	-4.0	-11.3	0.6
O=C(NCCCN1CCCC1=O)c1cc2nc(-c3ccco3)cc(C(F)(F)F)n2n1	10.5	-12.1	-1.4	-8.2	-5.4	0.2	-4.9	-1.2	0.6
